HT1080 viability – cytotoxicity in HT1080 fibrosarcoma cells, cell-based, fluorescence readout (AID 620). HT1080 viability, fluorescence; higher % means a stronger effect. cytotoxicity, % at 10 µM, or EC50 in µM where a hit was titrated. actives 0.42% (n = 87,000);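 note: cells exposed to compound overnight then 4 h with Alamar Blue; 0% = vehicle DMSO and 100% = killing control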
HPDE-C7 cytotoxicity – cytotoxicity in HPDE-C7 cells, cell-based, fluorescence, HTS (AID 430); HPDE-C7 pancreatic duct cells viability, fluorescence; higher % means a stronger effect; actives 1.8% (n = 63,000); cytotoxicity, % at 10 µM, or EC50 in µM where a hit was titrated;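 note: cells exposed to compound for 48 hours before viability readout; 0% = vehicle and 100% = reference cytotoxic drug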
Bfl-1 displacement – Bfl-1 inhibitors, primary screen, biochemical, fluorescence polarization, FITC-Bid, mouse (AID 432). FITC-Bid BH3 peptide fluorescence polarization displacement; higher % means a stronger effect. displacement, % at 20 µM; hits with a dose series show IC50 in µM. actives 0.02% (n = 64,000); in the data active = a potency from the dose series; inactive = the rest, 99 in 100 with displacement below about 15%; note: strong numbers were not always called active
MK inhibit – inhibitors of Streptococcus pneumoniae mevalonate kinase; actives 0.48% (n = 65,000); purified MK, PK/LDH-coupled NADH absorbance 340 nm; inhibition, % at 10 µM;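 active = ranked among the strongest by inhibition in the single 10 µM screen, a fixed top-ranked set picked for dose follow-up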; note: no value below 0 was filed
KRASV12 cytotoxicity – cytotoxicity in KRAS-transformed pancreatic duct cells, primary screen, cell-based, fluorescence, HTS (AID 431). HPDE-C7K KRASV12 cells, Alamar Blue viability, 48 h; higher % means a stronger effect. cytotoxicity, % at 10 µM, or EC50 in µM where a hit was titrated. actives 1.7% (n = 63,000);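 active = compounds whose percent cytotoxicity in the single-dose primary screen, scaled between solvent and toxic-drug controls, exceeds 50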;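 note: 0% = DMSO solvent wells and 100% = doxorubicin-treated wells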
TNAP inhibition – inhibition of tissue-nonspecific alkaline phosphatase – biochemical, luminescent (AID 518); purified TNAP enzyme, luminescent substrate readout; higher % means a stronger effect; one-dose inhibition, % at 20 µM; IC50 in µM for titrated hits; actives 0.09% (n = 64,000); in the data active = a potency from the dose series; inactive = the rest, 99 in 100 with inhibition below about 22%;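 note: plate controls were vehicle for no effect and reference inhibitor for full effect; many of its hits are not listed in these tables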
Spn PMK inh – blocks S. pneumoniae phosphomevalonate kinase. purified PMK, PK/LDH-coupled NADH absorbance 340 nm. inhibition, % at 10 µM. actives 0.49% (n = 65,000). AID 539;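 active = top-ranked compounds by inhibition in the single 10 µM screen, taking a fixed number of the strongest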;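 note: 0% = full reaction with DMSO carrier and 100% = background rate without enzyme reaction; no value below 0 was filed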
LYP phosphatase – LYP phosphatase inhibitors, primary screen, biochemical, DiFMUP fluorescence, recombinant catalytic domain, 10 µM (AID 606) | recombinant LYP catalytic domain, DiFMUP fluorescence; higher % means a stronger effect | one-dose inhibition, % at 10 µM; IC50 in µM for titrated hits | 52,000 tested, under 10 active;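 active = IC50 under 40 µM in the dose-response test; inactive = IC50 of 40 µM or more, or never dose-tested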
DPM-DC inhibit – S. pneumoniae DPM-DC inhibition; purified DPM-DC, PK/LDH coupled NADH fluorescence; calls only at 10 µM; actives 0.49% (n = 65,000); AID 556;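 active = the 320 compounds with the highest percent inhibition in the single-dose primary screen, excluding strongly autofluorescent ones, cut at about 32% in these data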;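 note: kinetic rate of NADH fluorescence loss reporting ADP formed by the decarboxylase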
Spn PMK inh pilot replicates – further read-out of Spn PMK inh, marked with its call; inhibition, %; measured here: pilot screen replicates
MK inhibit pilot replicates – also measured in MK inhibit; calls as there; inhibition, %; measured here: pilot screen replicates
DPM-DC inhibit pilot screen % – recorded beside DPM-DC inhibit, whose call it bears; inhibition, %; measured here: pilot screen trials
An asterisk follows results filed as active; i = inactive; . = not tested or not shown. Cut-off read from the data, not from the text of the source, unless noted: active = cytotoxicity above about 50%; inactive = the rest. An unsorted share of the library; any-hit rate near 3.6%.

SMILES	HT1080 viability	HPDE-C7 cytotoxicity	Bfl-1 displacement	MK inhibit	KRASV12 cytotoxicity	TNAP inhibition	Spn PMK inh	LYP phosphatase	DPM-DC inhibit	others
Cc1cc(C(=O)Nc2ccccc2C#N)n(-c2ccccc2)n1	3%	5%	-7%	6	15%	15%	0	-24%	i	Spn PMK inh pilot replicates=6.5;MK inhibit pilot replicates=9.5;DPM-DC inhibit pilot screen %=2.5
O=S(=O)(O)c1nnc2sc3ccccc3n12	0%	6%	3%	0	0%	16%	16	-8%	i
CCN1CCCC1CNC(=O)c1cn(CC)c2ccc(S(=O)(=O)N3CCCCCC3)cc2c1=O (stereo unspecified)	-4%	-16%	-9%	0	-11%	5%	11	.	i
Cc1ccc(-n2nc3cc(Cl)c(NC(=O)c4ccco4)cc3n2)cc1	-9%	-13%	-2%	5	-1%	27%	8	.	i	Spn PMK inh pilot replicates=0.5;MK inhibit pilot replicates=2.0;DPM-DC inhibit pilot screen %=14
Cc1nc(NCCN2CCOCC2)c2oc3ccccc3c2n1	11%	-39%	0%	11	-20%	5%	0	.	i
Nc1nnc(CSCc2ccccc2)s1	.	-13%	-1%	5	-16%	9%	9	6%	i
NS(=O)(=O)c1cc2c(cc1Cl)NC(C(Cl)Cl)NS2(=O)=O (stereo unspecified)	-12%	5%	-2%	13	-6%	5%	9	13%	i	Spn PMK inh pilot replicates=0.0;MK inhibit pilot replicates=0.0;DPM-DC inhibit pilot screen %=0.0
COC(=O)C1=C(C)Nc2ncnn2C1c1ccc(OC(=O)c2ccccc2)cc1 (stereo unspecified)	-1%	-13%	-7%	11	-5%	1%	11	-10%	i
C=CCC(NCCCO)c1cccc(OC)c1OC (stereo unspecified)	23%	-5%	-4%	6	5%	3%	7	.	i
CN(C)Cc1c(O)ccc2occ(C(O)c3ccccc3)c12 (stereo unspecified)	34%	-1%	-2%	3	10%	13%	10	4%	i
CCOc1ccc(OCc2cccc(C(=O)O)c2)cc1	1%	-13%	0%	3	-6%	12%	13	9%	i	Spn PMK inh pilot replicates=0.0;MK inhibit pilot replicates=0.0;DPM-DC inhibit pilot screen %=0.0
O=C(O)c1ccccc1SCc1ccc2c(c1)OCO2	0%	0%	-3%	0	2%	2%	0	4%	i
CN1/C(=C\P(=O)(N(C)C)N(C)C)C(C)(C)c2ccccc21	-4%	1%	-6%	0	-2%	8%	14	5%	i
Cc1c(Nc2ncnc3c2cnn3-c2ccccc2)c(=O)n(-c2ccccc2)n1C	1%	8%	-1%	12	2%	1%	2	5%	i
Cc1nc2sc3c(c2c(=O)o1)CC(C)(C)OC3	2%	7%	6%	3	4%	10%	11	-7%	i
Nc1nc2ccc(C(=O)NC3CCCCC3)cc2s1	21%	3%	0%	13	11%	3%	12	5%	i
Cn1c(=O)cc(OCCCC(=O)N2CCN(c3ccccn3)CC2)c2ccccc21	2%	2%	-2%	0	3%	4%	20	.	i
CCOC(=O)Cc1c(C)c2c(C)nn(-c3ccccc3)c2oc1=O	8%	-16%	-5%	0	-24%	2%	0	2%	i
COc1cc(SC)ccc1C(=O)Nc1ccc(S(=O)(=O)N2CCCC2)cc1	-1%	21%	-6%	10	34%	10%	0	4%	i
COc1ccc(N2C(=O)C(Cl)=C(N(CCO)Cc3ccccc3)C2=O)cc1	12%	-2%	3%	0	3%	9%	6	.	i
CCOC(=O)CC1C(=O)NCCN1C(=O)COc1ccc(Br)cc1C (stereo unspecified)	6%	-5%	2%	6	-6%	11%	0	19%	i
Cc1sc2nc(CN(Cc3cccs3)C(=O)NC3CCCCC3)[nH]c(=O)c2c1C	-2%	40%	8%	2	27%	7%	4	.	i
COc1ccc(C2C3=C(CCCC3=O)Nc3nc(C(F)(F)F)nn32)cc1OC (stereo unspecified)	7%	-7%	-2%	0	-12%	0%	6	.	i
CC(C)Cc1nc(N2CCOCC2)c(C#N)c2c1CCC2	4%	74%*	3%	20	65%*	1%	2	-9%	i
O=C(NC1CCCC1)c1cc(-c2cccs2)on1	2%	18%	-10%	6	12%	9%	12	8%	i	Spn PMK inh pilot replicates=5.0;MK inhibit pilot replicates=1.0;DPM-DC inhibit pilot screen %=0.0
C/C(Cl)=C/Cn1c(NCCN(C)C)nc2c1c(=O)n(C)c(=O)n2C	-7%	-6%	-3%	0	10%	8%	16	7%	i
CCCn1c(=N)n(CC(=O)C(C)(C)C)c2ccccc21	-10%	-32%	-10%	3	-30%	6%	10	.	i
NC(=O)C1CCCN(C(=O)NC2CCCCC2)C1 (stereo unspecified)	5%	-1%	3%	7	-5%	2%	1	12%	i
CC(=O)NC1(C2CCCCC2=O)CCCCC1 (stereo unspecified)	0%	-7%	-3%	7	-17%	0%	6	13%	i
CC(=O)NC(Cc1c[nH]c2ccccc12)C(=O)Nc1ccc2c(c1)OCO2 (stereo unspecified)	-4%	-8%	-8%	4	-3%	13%	4	5%	i
COc1ccc(NC(=O)Nc2nccs2)cc1	20%	33%	2%	9	20%	6%	0	4%	i
C/C=C/Cn1c(N2CCCCCC2)nc2c1c(=O)[nH]c(=O)n2C	1%	9%	-10%	0	1%	10%	11	.	i
O=C1CC(N2CCN(S(=O)(=O)c3ccc(Cl)cc3)CC2)C(=O)N1CCc1ccccc1 (stereo unspecified)	5%	-13%	-1%	0	-16%	4%	7	5%	i
CCCOc1ccc(-c2nc(C#N)c(N3CCN(CC)CC3)o2)cc1	1%	6%	-4%	7	-2%	7%	12	4%	.
CC(=O)Nc1ccccc1C(=O)N1CC(C)OC(C)C1 (stereo unspecified)	6%	-23%	-2%	11	-27%	8%	16	4%	i
Cc1cc(C)nc(N(C#N)S(=O)(=O)c2ccccc2Cl)n1	1%	2%	0%	3	-6%	8%	0	5%	i
CCC(=O)N1CCc2cc(S(=O)(=O)CCC(=O)Nc3c(C)n(C)n(-c4ccccc4)c3=O)ccc21	-5%	-9%	-1%	10	9%	10%	12	9%	i	Spn PMK inh pilot replicates=1.0;MK inhibit pilot replicates=0.0;DPM-DC inhibit pilot screen %=0.0
CCN=C1Cn2c(nc3scc(-c4ccccc4)c3c2=O)CN1CC	1%	-8%	-9%	0	-9%	2%	4	4%	i
CCn1c(=O)[nH]c2cc(C(=O)N3CCN(c4ccccc4)CC3)ccc2c1=O	-2%	-6%	-3%	0	-18%	2%	4	1%	i
COc1ccc(C2C(C(=O)N3CCCC3)c3cc(OC)c(OC)cc3C(=O)N2C)cc1OC (stereo unspecified)	-14%	-3%	-4%	6	-2%	-2%	3	5%	i
Cc1noc(C)c1COC(=O)C1(c2cccc(F)c2)CCCC1	-8%	-8%	-1%	10	-9%	3%	9	10%	i
Cc1ccc(SCc2nnc(N)s2)cc1	1%	-7%	-3%	1	-5%	12%	3	6%	i
CCCCSc1nc(N)c(NC(=O)c2ccco2)c(=O)[nH]1	0%	2%	-10%	7	2%	4%	9	2%	i
O=C(NCC1CCCO1)c1ccc(CS(=O)(=O)Cc2ccc(F)cc2)o1 (stereo unspecified)	-3%	-22%	-9%	8	-27%	-1%	10	11%	i
COCCn1nnnc1C(C(C)C)N(Cc1ccccc1)Cc1cc2cc(OC)ccc2[nH]c1=O (stereo unspecified)	-1%	19%	4%	5	5%	8%	0	.	i
Cn1c(-c2ccc(F)cc2)cnc1SCC(=O)Nc1ccccc1N1CCOCC1	0%	-9%	-4%	8	-5%	7%	4	6%	i	Spn PMK inh pilot replicates=4.0;MK inhibit pilot replicates=0.0;DPM-DC inhibit pilot screen %=0.0
O=C(Nc1nccs1)NC1CCCCC1	-5%	-8%	-1%	2	-10%	13%	12	-5%	i
O=C1CCCCCN1Cc1nnc(SCc2nc3ccccc3s2)n1-c1ccccn1	-6%	.	1%	5	.	8%	0	-10%	i
CCC(COC(=O)Nc1cccc(C)c1C)NC(=O)OCC(C)C (stereo unspecified)	4%	-1%	-7%	7	3%	3%	4	3%	i
Cc1c(NC(=O)c2ccco2)cccc1-c1nc2cccnc2s1	-6%	-17%	-2%	1	-8%	14%	0	.	i
Clc1ccc(OCc2nc(-c3ccccn3)no2)c(Br)c1	-5%	4%	6%	13	13%	18%	11	8%	i	Spn PMK inh pilot replicates=1.5;MK inhibit pilot replicates=1.0;DPM-DC inhibit pilot screen %=0.0
Cc1nc(C)c(C(=O)Nc2cccc(C)c2C)o1	0%	9%	-2%	4	8%	4%	4	.	i
CCN(CC)CCOc1ncnc2c1oc1ccccc12	1%	-21%	-5%	2	-9%	7%	9	16%	i
COCCCNC(=O)CSc1nc2ccc(N3CCOCC3)cc2c(=O)n1CCc1ccccc1	-13%	-16%	3%	7	-4%	19%	14	3%	.	Spn PMK inh pilot replicates=1.5;MK inhibit pilot replicates=0.0
O=C(Nc1ccccc1)c1ccccc1O	-5%	.	-6%	6	.	6%	19	-12%	.
Clc1ccc(-c2nc(-c3ccccn3)no2)cc1Cl	-1%	-2%	-2%	7	10%	6%	12	7%	i
CC(=O)NC(Cc1ccccc1)C(=O)NC1CCN(C(=O)c2cnccn2)CC1 (stereo unspecified)	1%	-17%	-3%	2	-12%	15%	10	4%	i	Spn PMK inh pilot replicates=3.0;MK inhibit pilot replicates=0.0;DPM-DC inhibit pilot screen %=0.0
O=c1c(C=NCCCn2ccnc2)c(-c2ccccc2)[nH]n1-c1nc2ccccc2s1	34%	58%*	0%	5	63%*	3%	7	-6%	i
CCNc1nc(NCC)nc(N(C)n2cnnc2)n1	0%	-20%	3%	6	-23%	4%	11	11%	i
CCOc1cc(CN2CCN(c3ccc(C(C)=O)cc3)CC2)ccc1OC	.	3%	4%	44*	-1%	4%	0	.	i
(further entries)
SMILES	HT1080 viability	HPDE-C7 cytotoxicity	Bfl-1 displacement	MK inhibit	KRASV12 cytotoxicity	TNAP inhibition	Spn PMK inh	LYP phosphatase	DPM-DC inhibit	others
C=CCn1c(SCC(=O)Nc2nnc(CC)s2)nnc1-c1ccco1	28%	-10%	3%	8	-7%	5%	17	-10%	i
COc1ccc(Nc2cc(C)nc3ccccc23)cc1	8%	16%	4%	2	18%	27%	0	6%	i
CC(C)=CC(=O)Nc1ccccc1Br	-6%	-8%	0%	5	-3%	2%	0	10%	i
CCOC(=O)CSc1nc2c(sc3ccccc32)c(=O)n1CCCN1CCOCC1	5%	0%	-2%	10	3%	13%	14	2%	i
O=C(O)c1c[nH]ccc1=O	3%	-18%	-1%	5	-3%	9%	11	5%	i

Source: PubChem (several laboratories)
